# NPYLR7 ag: mosquito NPYLR7 agonism; HEK293T NPYLR7/Galpha15, GCaMP6s calcium fluorescence; activation, % at 10 µM; 270,000 compounds, 0.15% hits; AID 1259423; in the data active = activation above about 40%;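 note: 0% = vehicle and 100% = reference agonist at the receptor; some compounds past the cut are filed as inactive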
# mcGAS lum: inhibitors of mouse cGAS; Q8C6L5; recombinant cGAS, Kinase-Glo ATP depletion luminescence; inhibition, % at 12.5 µM; 160,000 compounds, 0.15% hits;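 note: 0% = negative control wells and 100% = reference inhibitor with no enzyme activity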
# hcGAS inh: inhibitors of human cGAS; Q8N884; recombinant h-cGAS, ATP depletion, Kinase-Glo luminescence; inhibition, % at 12.5 µM; 290,000 compounds, 0.081% hits; AID 1259398;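 note: 0% = vehicle reaction and 100% = reaction without DNA for no activity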
# Target sequence (Q8N884 whole entry, looked up): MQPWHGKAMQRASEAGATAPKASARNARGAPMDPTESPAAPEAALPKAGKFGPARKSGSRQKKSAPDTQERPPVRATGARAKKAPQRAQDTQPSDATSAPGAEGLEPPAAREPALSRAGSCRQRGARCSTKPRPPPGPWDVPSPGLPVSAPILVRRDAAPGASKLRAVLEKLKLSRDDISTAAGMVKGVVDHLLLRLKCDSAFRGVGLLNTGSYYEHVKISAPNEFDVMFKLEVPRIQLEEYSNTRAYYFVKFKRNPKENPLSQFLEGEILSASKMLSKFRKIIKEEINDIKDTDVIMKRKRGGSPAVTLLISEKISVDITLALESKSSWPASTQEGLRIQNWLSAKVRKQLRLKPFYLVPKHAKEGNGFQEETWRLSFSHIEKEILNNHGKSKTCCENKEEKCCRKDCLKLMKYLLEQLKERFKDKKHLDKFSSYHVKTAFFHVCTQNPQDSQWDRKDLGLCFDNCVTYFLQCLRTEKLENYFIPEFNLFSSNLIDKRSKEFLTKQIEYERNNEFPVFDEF
# Numbers without * were called inactive; nt = no result given; & = joins results of further samples. Cut-off read from the data, not from the text of the source, unless noted: active = inhibition above about 40%; inactive = the rest.
SMILES,NPYLR7 ag,mcGAS lum,hcGAS inh
COc1ccc(C)cc1C(C)NCc1ccc(-n2cncn2)c(F)c1 (stereo not drawn),-2,nt,-4
Cc1ccc(NC(=O)N2CCc3nc(-c4ccccc4)nc(N4CCOCC4)c3C2)cc1,1,-5,-4
C[C@H](NC(=O)c1cc2c(nc1Cl)CCC2)C(O)(c1ccccc1)c1ccccc1,-7,nt,-10
c1nc(-c2cc(NC3CCCC3)nc3[nH]ccc23)cc(N2CCOCC2)n1,6,nt,-7
Cc1cc(C)cc(CN2C(=O)NC3(CCOc4ccccc43)C2=O)c1 (stereo not drawn),3,nt,-9
COCCCN(CC(=O)Nc1cc(C(C)(C)C)nn1-c1cccc(C)c1)C(=O)Nc1ccc(Cl)cc1Cl,9,-6,-6
C=CCN(CC(=O)N1CCc2sccc2C1c1ccc(C(C)(C)C)cc1)C(=O)C1CCC1 (stereo not drawn),31,-5,-9
CCOc1ccc(C(=O)Nc2ccc(O)c(-c3nc4ccccc4o3)c2)cc1,-7,-6,-3
Cc1nn(CC(=O)Nc2ccc(Br)cc2F)c(C)c1[N+](=O)[O-],15,-3,-10
Cc1ccc(C(C)C)c(OCCCN2C(=O)C(=O)c3cc(C)ccc32)c1,-6,nt,0
COc1ccc(Cn2c(-c3cccnc3)n[nH]c2=S)cc1,4,-5,-6
CSCCC1c2c(n[nH]c2-c2cccs2)OC(=N)C1C#N (stereo not drawn),-5,nt,-7
CCn1cc(S(=O)(=O)N[C@@H]2C[C@@H]3OCC[C@@H]32)cn1,nt,-6,-7
CCCCNC(=O)c1nn2c(C(F)(F)F)cc(-c3ccc(OC)cc3)nc2c1Br,-9,-4,-2
CCCC(CCC)N(CC1CC2CCC(C1)N2C)C(=O)CNC(=O)CC(C)(C)C (stereo not drawn),0,nt,-3
COCCNC(=O)c1sc2cc3c(cc2c1Cl)OCO3,-1,-2,-3
COC(=O)c1ccc(-c2noc(CN3CCC(C(O)Cc4ccccc4)CC3)n2)cc1 (stereo not drawn),19,nt,-11
COc1ccc(S(=O)(=O)N2CCCC(C)C2)cc1N1CCN(S(=O)(=O)c2cccc([N+](=O)[O-])c2)CC1 (stereo not drawn),8,1,2
O=C(O)C1(CCCc2ccccc2)CCCN(Cc2ccccn2)C1 (stereo not drawn),-6,1,-3
COC(=O)c1cccc(C2CC(=O)Nc3c2cnn3-c2ccccc2)n1 (stereo not drawn),nt,-13,-13

# At a glance, part of the list above:
SMILES,NPYLR7 ag,mcGAS lum,hcGAS inh
COCCNC(=O)c1sc2cc3c(cc2c1Cl)OCO3,-1,-2,-3
COC(=O)c1ccc(-c2noc(CN3CCC(C(O)Cc4ccccc4)CC3)n2)cc1 (stereo not drawn),19,nt,-11
COc1ccc(S(=O)(=O)N2CCCC(C)C2)cc1N1CCN(S(=O)(=O)c2cccc([N+](=O)[O-])c2)CC1 (stereo not drawn),8,1,2
O=C(O)C1(CCCc2ccccc2)CCCN(Cc2ccccn2)C1 (stereo not drawn),-6,1,-3
COC(=O)c1cccc(C2CC(=O)Nc3c2cnn3-c2ccccc2)n1 (stereo not drawn),nt,-13,-13

# (listing goes on)
SMILES,NPYLR7 ag,mcGAS lum,hcGAS inh
CCOCCCN(CC(=O)N(Cc1ccc2c(c1)OCO2)Cc1sccc1C)C(=O)c1cccs1,5,-4,-11
CCn1ncnc1CN1CCCC(CNC(=O)C=C(C)C)C1 (stereo not drawn),nt,-3,-4
O=C(NCCC(c1ccccc1)c1ccccc1)c1ccc(CSc2nnc3ccccn23)cc1,2,-3,-7
CCCC(=O)N1CCCC1(C)C(=O)NCc1ncccc1C (stereo not drawn),-4,-1,-5
O=C(c1cnccn1)N1CCc2c([nH]c3ccccc23)C1c1cccc(C(F)(F)F)c1 (stereo not drawn),-1,-3,-7
COc1ccc(CCNC(=O)c2cccnc2N2CCN(C(=O)Nc3ccccc3C(C)C)CC2)cc1OC,13,-9,-11
Cc1cccc2sc(N(Cc3cccnc3)C(=O)c3ccccc3[N+](=O)[O-])nc12,-13,-8,-5
CC1=NOC(Cc2ccccc2)C(=O)N1Cc1ccc(S(C)(=O)=O)cc1 (stereo not drawn),7,nt,-4
N#Cc1ccccc1NC(=O)CCn1cnc2cc(F)ccc2c1=O,0,nt,1
CCNC(=O)C1(C)CCCN(Cc2cccc3ccccc23)C1 (stereo not drawn),-3,nt,-10
O=C(COC(=O)c1ccc(Br)o1)NCCN1C(=O)CSC1=O,3,nt,-8
COc1cccc(C(CN2CCN(C(=O)Nc3cc(F)ccc3F)CC2)OCc2ccc(C#N)cc2)c1 (stereo not drawn),nt,-5,-5
CCOC(=O)c1[nH]c(CSc2n[nH]c(=O)n2CC2CCCO2)c(C(=O)OCC)c1C (stereo not drawn),7,nt,-6
COC(C)C(=O)Nc1cccc(NC(=O)N2CCCC2c2cccs2)c1 (stereo not drawn),11,nt,-5
CCCCOc1ccc(S(=O)(=O)NC(=O)C2(C)CCN2C(=O)c2cccc3ccccc23)cc1 (stereo not drawn),4,nt,-8
O=C(NC(c1ccc2ccccc2n1)c1cccs1)C1CCN(Cc2ccc(Cl)cc2)CC1 (stereo not drawn),3,-2,1
CCCCN(C)CC1CCN(c2ncc(Br)cc2C)CC1,2,nt,-9
Cc1cc(NC(=O)CCC2CC2)n(C2CCCCC2)n1,0,nt,-3
O=c1c(-c2ccccc2)nnc2sc(-c3ccncc3)nn12,3,-5,-5
O=C(Nc1cccc(-c2cccc(-c3ccc(F)cc3)n2)c1)c1cc2ccccc2s1,0,-7,-7
CCN(CC)CCCNC(=O)c1cc(N2CCc3cc(OC)c(OC)cc3C2)nc2ccccc12,4,-4,-2
O=C(Cn1nnc2ccccc2c1=O)C12CC3CC(CC(C3)C1)C2,-1,nt,-6
Cc1noc(C)c1CN1CC[C@@H](c2ccc3c(c2)OCO3)[C@H](O)C1,13,nt,-6
CC(C)Cc1noc(CSc2ccccn2)n1,-1,nt,-2
O=C(Cc1cccs1)N1CCC(C2(c3ccccn3)NC(=O)N(CC3CCCO3)C2=O)CC1 (stereo not drawn),21,-10,-5
Cc1nnc2n1CCN(C(=O)C1CC3(CCNCC3)CN1C)CC2 (stereo not drawn),nt,-1,3
c1ccc(-c2noc(N3CCCCC3)c2CNCc2ccc3c(c2)OCO3)cc1,13,nt,5
CNC(=S)Nc1cc(S(=O)(=O)c2ccccc2)ccc1OC,3,nt,-8
CSc1cccc(NC(=O)Cn2ccn3nc(-c4ccc(C)cc4)cc3c2=O)c1,4,-9,-9
CCN1CCN(c2cc(C(F)(F)F)nc(SCc3ccc(C(=O)O)cc3)n2)CC1,6,-4,-4
O=C(CCC1CCCC1)N1CCN(c2ncnc3c2nnn3-c2ccccc2)CC1,-8,-7,-6
COc1cccc(N2C(=O)C3N=NN(Cc4nc(-c5cccc(Cl)c5)oc4C)C3C2=O)c1 (stereo not drawn),12,-2,1
CC1Cc2cc(-c3cc(CC(=O)N4CCC(C(N)=O)CC4)no3)ccc2O1 (stereo not drawn),9,-8,-5
CC(=O)Nc1ccc(N=CC(C#N)c2nc(-c3ccco3)cs2)cc1 (stereo not drawn),7,-7,-6
Cc1c(C(=O)NCc2ccccc2C(F)(F)F)sc(=O)n1Cc1ccc(S(=O)(=O)N(C)C)cc1,-1,nt,-3
O=C(C1=COCCO1)N(CCN1CCOCC1)c1nc2ccc(F)cc2s1,7,nt,3
CCOC(=O)c1c(C)nn(-c2ccc(C(=O)NCCNc3cccc4ccccc34)cc2)c1C,-8,-4,-4
CC(C)C(=O)Nc1ccc(C(=O)Nc2sccc2C#N)cc1,4,nt,-5
CS(=O)(=O)Oc1ccc(CN(Cc2ccccc2)C(=O)c2ccccc2F)cc1,-5,-5,-9
COc1ccc(N=C(C)c2c(C(F)(F)F)[nH]n(-c3nc4ccccc4s3)c2=O)cc1,-3,nt,-6
COCCn1c(SCc2cccc(C(=O)OC)c2)nnc1-c1cc(-c2ccccc2)nc2ccccc12,-1,-4,-1
Nc1nnc(SCC(=O)N2CCCC2)s1,-1,nt,-6
Cc1ccccc1Cn1c(=O)c2c(nc3n2CCN3Cc2ccco2)n(C)c1=O,nt,-9,-8
Cc1ccc(CN(CC(O)COC(C)C)C2CC2)s1 (stereo not drawn),1,-9,-7
COc1ccc(C)cc1NC(=O)c1cc(-c2ccc(C)s2)nc2ccccc12,-1,-6,-5
COc1ccc(-c2cc(CN3C(=O)NC(C)(C)C3=O)on2)cc1,1,-16,0
Cc1nc(CNC(=O)CC2C(=O)NCCN2Cc2ccc(-c3ccccc3)cc2)sc1C (stereo not drawn),3,-9,-10
Cc1ccc(CNC2CCN(S(C)(=O)=O)CC2)cc1C,11,nt,-11
COc1cc(CNC(=O)CCCC/C=C/C(C)C)ccc1O,-11&-2,-3,-3&-1
CNC(=O)c1cccc(NCC(=O)NCCc2ccc(OC)c(OC)c2)c1,-30,nt,-6

# Some of these compounds in order of formula weight, high to low:
SMILES,NPYLR7 ag,mcGAS lum,hcGAS inh
CCCCNC(=O)c1nn2c(C(F)(F)F)cc(-c3ccc(OC)cc3)nc2c1Br,-9,-4,-2
O=C(Nc1cccc(-c2cccc(-c3ccc(F)cc3)n2)c1)c1cc2ccccc2s1,0,-7,-7
CNC(=O)c1cccc(NCC(=O)NCCc2ccc(OC)c(OC)c2)c1,-30,nt,-6

# Next section:
SMILES,NPYLR7 ag,mcGAS lum,hcGAS inh
COC(=O)N1C[C@H](Oc2ccccn2)[C@H]2C[C@@H]1CC[C@H]2OC,24,-8,-2
COc1ccc(CN(C(=O)c2ccccc2OC)C(C)c2ccccc2)cc1OCc1nc(CO)cs1 (stereo not drawn),14,-4,-4
Cc1noc(C(C)C)c1C(=O)OCc1ccc(C#N)cc1F,6,nt,1
C=CCNC(=O)C(NC(=O)c1cccc(C)c1)C1CCN(S(=O)(=O)c2ccc(Cl)cc2)CC1 (stereo not drawn),-4,-3,-3
O=C(c1cc2ccccc2oc1=O)N1CCN(c2cccc(Cl)c2)CC1,7,-6,-5
Cc1cc(C2CCC2)nc(NCC2CCOC2)n1 (stereo not drawn),7,-10,-8
CC(OC(=O)c1n[nH]c2ccccc12)C(=O)c1ccc(F)cc1 (stereo not drawn),-4,nt,-2
Cc1[nH]c(=O)n(C)c(=O)c1CCC(=O)Nc1ccc(C(N)=O)cc1,-6,-8,-3
O=C(CSCC(O)CON=C1c2ccccc2-c2ccccc21)Nc1ccccc1 (stereo not drawn),1,-8,-7
CCC(C)N(Cc1c(-c2ccc(F)cc2)noc1N1CCOCC1)C(=O)c1ccc(Cl)cc1 (stereo not drawn),5,-5,0
Cc1csc(=O)n1CCC(=O)N1CCC(NS(=O)(=O)c2ccc(F)cc2)CC1,9,nt,-3
Cn1c(=S)ccc2ccccc21,-5,nt,-3
Nc1nccnc1C(=O)N(CCc1cccc(F)c1)C1CCCC1,-24,nt,-4
CCC(=O)Nc1ccc(C(C)NC(=O)N2CC3CC=CCC3C2)cc1 (stereo not drawn),11,nt,-8
O=S1(=O)CCC(S(=O)(=O)Nc2ccccc2)C1 (stereo not drawn),-1,nt,10
CC(C)CCSc1nc2c(c(=O)[nH]c(=O)n2C)n1CCCc1ccccc1,0,-4,-1
Cc1cc(NC(=O)c2cccs2)n(-c2nc3c(F)cccc3s2)n1,-9,-11,-4
COc1ccc(-n2ccnc2CN2CCC(O)(Cc3cc(-c4ccccc4)no3)CC2)cc1,15,-11,-7
Cc1ccc(C)c2[nH]c(=O)c(CCNC(=O)c3ccccc3)cc12,1,0,3
CCCN(Cc1cc(=O)n(C)c(=O)n1C)C(C)c1ccccc1Br (stereo not drawn),0,nt,3
COc1ccc(OCC2CN(C(=O)c3cc(F)cc4c3OCOC4)CCO2)cc1 (stereo not drawn),13,-2,-4
Cc1cnc(C)c(N2CCN(C(=O)C3CCC(=O)N(CC4CCCCC4)C3)CC2)n1 (stereo not drawn),nt,-12,-10
Cc1nc(Cl)cc(-c2ccccc2)n1,-17,nt,7
C=C(Cl)CS(=O)(=O)Cc1ccccc1Oc1ccccc1,3,-2,1
Cc1nnc(SCC(=O)N2CCN(c3ccccc3)CC2)c2c1cnn2-c1ccccc1,-14,-7,-5
Cc1ccc(OCC(=O)N2CCN(c3ccc(O)cc3)CC2)cc1C,-8,-1,0
COCCN(Cc1c(-c2ccccc2)noc1N1CCN(C)CC1)C(=O)NC(C)C,4,-7,-8
CCOc1cc(/C=C2\N=C(c3ccccc3F)OC2=O)ccc1OC(C)=O,12,-6,-4
CCCCn1c(=O)c2c(nc3n(CC)c(C)cn23)n(C)c1=O,nt,-9,-9
Nc1ncc(CN2CCN(c3cc(N4CCCCC4)ncn3)CC2)cn1,1,nt,-2
Fc1ccc(Oc2cc(N3CCc4ccccc4C3)ncn2)cc1F,-12,-4,-5
COc1cc2[nH]c3c(=O)n(CC(=O)N4CCN(c5ccccc5F)CC4)cnc3c2cc1OC,nt,-8,-3
Cn1nnc2c(Nc3cccc4ccccc34)ncnc21,7,nt,-11
O=c1[nH]c(C(F)(F)F)nc2nc[nH]c12,-3,nt,7
CC(C)CN1CC(C(=O)NC2CCc3ccccc32)CC1=O (stereo not drawn),13,nt,1
COCCNC(=O)c1coc(CN(CCc2c[nH]c3ccccc23)Cc2ccc3c(c2)OCO3)n1,2,1,-2
O=C(Nc1ccccc1)C1CC(=O)N(CCc2ccccc2)C(=Nc2cc(Cl)cc(Cl)c2)S1 (stereo not drawn),-10,0,0

# Whole records, looked up by structure. Order of values: NPYLR7 ag	mcGAS lum	hcGAS inh
# `O=C(Nc1ccccc1)C1CC(=O)N(CCc2ccccc2)C(=Nc2cc(Cl)cc(Cl)c2)S1` (stereo not drawn) reads -10	0	0
# `COc1cc2[nH]c3c(=O)n(CC(=O)N4CCN(c5ccccc5F)CC4)cnc3c2cc1OC` reads nt	-8	-3
# `Fc1ccc(Oc2cc(N3CCc4ccccc4C3)ncn2)cc1F` reads -12	-4	-5

# This is a random part of the collection; 0.27% or so of the library scored in one or more.
